From PubChem BioAssay
PG9 Ab binder – binds the HIV-1 gp120 antibody PG9 | TR-FRET gp120-PG9 antibody binding | inhibition, % at 6.7 µM | 360,000 tested, 0.43% active | AID 624416; in the data active = inhibition above about 8.5%
HTRA1 inh – inhibitors of human serine peptidase HTRA1; Q92743; recombinant HTRA1, FP-rhodamine activity-based probe, fluorescence polarization; inhibition, % at 5.96 µM; 340,000 tested, 0.5% active; AID 504803; in the data active = inhibition above about 36%;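 note: 0% = enzyme with DMSO and 100% = wells lacking enzyme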
UHRF1 MBD2 ctr – UHRF1 methyl-DNA binding inhibition. AID 687016. 370,000 tested, 0.75% active. Q96T88. UHRF1 binding to methylated oligo, TR-FRET. inhibition, % at 4.4 µM; in the data active = inhibition above about 21%;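 note: UHRF1 SRA domain binding a hemimethylated CpG hairpin DNA probe; 0% = median of test compound wells and 100% = reference inhibitor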
LEDGF integ inh – blocks HIV-1 LEDGF/p75-dependent DNA integration. AID 743269. TR-FRET IN-LEDGF/p75 DNA integration, Eu/Cy5. inhibition, % at 3.7 µM. 370,000 tested, 0.64% active;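 active = inhibition above the screen-wide mean plus 3 SD, cut at about 13% in these data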;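 note: signal is the Cy5 over europium emission ratio at 671 and 618 nm; 0% = plate median of compound wells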
MBD2 DNA inh – blocks human MBD2 binding to methylated DNA; inhibition, % at 4.4 µM; AID 686964; TR-FRET, MBD2 binding to methylated oligonucleotide; 370,000 tested, 0.31% active; in the data active = inhibition above about 13%
Target sequence (Q9UBB5 whole entry, looked up): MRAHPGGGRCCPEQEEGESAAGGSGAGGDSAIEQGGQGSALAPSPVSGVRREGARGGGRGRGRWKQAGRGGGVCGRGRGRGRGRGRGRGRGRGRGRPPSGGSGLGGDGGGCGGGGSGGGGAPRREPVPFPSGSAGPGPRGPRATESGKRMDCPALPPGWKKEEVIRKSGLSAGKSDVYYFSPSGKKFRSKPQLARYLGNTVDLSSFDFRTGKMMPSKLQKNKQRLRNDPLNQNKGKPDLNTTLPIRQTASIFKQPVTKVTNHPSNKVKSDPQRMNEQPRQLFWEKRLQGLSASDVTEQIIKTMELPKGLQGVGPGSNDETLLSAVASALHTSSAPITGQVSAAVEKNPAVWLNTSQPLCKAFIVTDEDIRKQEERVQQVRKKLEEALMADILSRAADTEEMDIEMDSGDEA
mABHD4 FP – ABHD4 (mouse) inhibition, primary FP screen. purified mABHD4, FP-Rh probe fluorescence polarization. inhibition, % at 8.92 µM. 370,000 tested, 0.54% active. AID 720543;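 active = inhibition exceeding the mean over every tested compound plus 3 SD, cut at about 30% in these data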;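 note: 0% = plate median of compound wells and 100% = S159A mutant with DMSO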
Target sequence (Q8VD66 whole entry, looked up): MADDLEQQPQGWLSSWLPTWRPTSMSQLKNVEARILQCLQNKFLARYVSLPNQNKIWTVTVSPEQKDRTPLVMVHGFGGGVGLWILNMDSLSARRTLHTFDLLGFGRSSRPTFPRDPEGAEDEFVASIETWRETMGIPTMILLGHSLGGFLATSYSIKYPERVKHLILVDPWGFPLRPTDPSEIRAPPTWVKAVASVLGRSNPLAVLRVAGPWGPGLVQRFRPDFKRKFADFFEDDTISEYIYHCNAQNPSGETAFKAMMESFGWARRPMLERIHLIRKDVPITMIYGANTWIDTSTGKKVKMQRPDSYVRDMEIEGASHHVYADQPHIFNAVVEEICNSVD
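Assay system: mouse ABHD4 enzyme, wild type / Also added: fluorescent activity-based probe FP-Rh / Doses: single nominal dose of 8.92 µM, 0.89% DMSO final / Timing: 45 min compound pre-incubation plus 60 min probe step, 25 °C / Signal: FP readout, ex 525 nm / em 598 nm / Control set: S159A mutant/DMSO as 100%, compound-well median as 0%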
rCAG binder – binds r(CAG) RNA repeats | r(CAG) RNA repeat, TO-PRO-1 dye displacement fluorescence | 370,000 tested, 1.3% active | inhibition, % at 3 µM;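 active = inhibition above the plate cutoff, the mean of all test compounds on that plate plus 3 SD, cut at about 35% in these data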;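 note: 0% = DMSO alone and 100% = 100 µM mitoxantrone as full dye displacement; higher means more dye released from RNA so lower well fluorescence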
TCR CD3 inh – blocks the human TCR-CD3 interaction | TAMRA-labeled TCR probe fluorescence, biochemical | inhibition, % at 9.4 µM | 360,000 tested, 0.37% active; in the data active = inhibition above about 19%;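 note: recombinant mutant TCR 2C K166C tagged with TAMRA read by polarization; 0% = receptor in buffer alone and 100% = receptor with positive control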
Rev-erbA mod – modulates human Rev-erb alpha binding to DNA; P20393; Rev-erbα–FITC-DNA binding, fluorescence polarization, 90 min; activity, % at 10 µM; 370,000 tested, 0.79% active; AID 1259318;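 active = activity above about 14%, limit read from the data; passing the limit was not always enough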;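 note: 0% = DMSO wells with 35 nM protein and 100% = DMSO wells with 750 nM protein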
PRMT1 FP inh – blocks human protein arginine methyltransferase 1; recombinant PRMT1, activity-based probe fluorescence polarization; 370,000 tested, 1.3% active; Q99873; inhibition, % at 2.79 µM;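 active = inhibition above about 21% made by adding two undisclosed values, limit read from the data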
Starred values were filed as active, the others as inactive; . = not tested or not shown.

Structure,PG9 Ab binder,rCAG binder,MBD2 DNA inh,UHRF1 MBD2 ctr,Rev-erbA mod,mABHD4 FP,TCR CD3 inh,PRMT1 FP inh,HTRA1 inh,LEDGF integ inh
CCC(c1nnc(SCC(=O)NCCc2ccc(Cl)cc2Cl)o1)N(C)C (stereo unspecified),-3.1,-7,4,8,1,3,-11,21*,-4,1
O=C(Cc1c(Cl)cccc1Cl)NCCc1ccc(Cl)cc1,-1.4,-3,1,-1,1,-1,3,-2,-3,-1
CCN(C(=O)c1cc2c(=O)[nH]c3ccc(C)cc3c2s1)c1ccccc1F,-1.1,24,3,4,-6,-4,-2,-2,7,2
Cc1ccc(-n2ccnc(SCC(=O)NCCc3ccccc3)c2=O)cc1F,1.2,5,-6,-4,-5,5,-7,59*,-5,17*
COc1ccccc1-c1oc2ccccc2c1-c1ccccc1OC,-1.1,-1,-2,0,7,-20,1,-1,-12,0
COc1ccc(CNC(=O)CC[C@H]2O[C@@H](n3cnc4c(NC(=O)c5ccccc5)ncnc43)[C@H](O)[C@@H]2O)cc1,-0.2,3,3,-1,-4,6,-4,6,.,-1
COc1cc(/C=N/Nc2ccc(S(N)(=O)=O)cc2[N+](=O)[O-])cc(OC)c1O,-11,29,-11,-5,-3,15,-1,3,32,-2
O=C(O)CC1(C(=O)O)CC2C=CC1C2 (stereo unspecified),0.8,-1,3,-3,0,1,1,4,2,-2
CCc1sc(C(=O)Nc2ccc3c(c2)OCCO3)cc1Br,-3.3,2,1,0,5,4,2,-1,-41,4
O=C(O)C1CN(c2ncccc2[N+](=O)[O-])C1,-2.8,-1,1,1,-4,-4,2,-6,-1,2
Cc1ccc(OC(C)C(=O)O)cc1C (stereo unspecified),-0.1,3,-1,-1,4,5,1,0,-2,-2
O=C(CN1C(=O)CCSc2ccccc21)Nc1ccc2c(c1)OCCO2,-2.2,-1,1,0,6,2,12,1,-2,5
O=C(CN1C(=O)c2cccc3cccc(c23)C1=O)N1CCCCC1,-1.5,1,-9,-8,-2,15,4,-1,-1,2
CCOC(=O)CS(=O)(=O)c1nc(-c2ccccc2)cc(C(F)(F)F)n1,1.0,-4,2,1,1,-4,22*,18,-18,-1
Cc1ccc(/C=N/N2CCN(Cc3ccccc3)CC2)cc1,3.3,-10,6,5,3,-9,-9,0,-3,3
O=C(O)c1ccc(-c2ccc(Cl)cc2Cl)o1,0.7,6,-10,-6,-2,-8,8,-1,-7,2

Only TCR CD3 inh, MBD2 DNA inh and PG9 Ab binder, for 2 of the compounds above:
Structure,TCR CD3 inh,MBD2 DNA inh,PG9 Ab binder
COc1ccc(CNC(=O)CC[C@H]2O[C@@H](n3cnc4c(NC(=O)c5ccccc5)ncnc43)[C@H](O)[C@@H]2O)cc1,-4,3,-0.2
CCN(C(=O)c1cc2c(=O)[nH]c3ccc(C)cc3c2s1)c1ccccc1F,-2,3,-1.1

Continuation.
Structure,PG9 Ab binder,rCAG binder,MBD2 DNA inh,UHRF1 MBD2 ctr,Rev-erbA mod,mABHD4 FP,TCR CD3 inh,PRMT1 FP inh,HTRA1 inh,LEDGF integ inh
C/C=C/c1ccc(OCC(O)CN(C)Cc2ccc(SC)cc2)c(OC)c1 (stereo unspecified),1.0,-3,5,1,-4,10,8,5,-6,-5
Cc1[nH]c2ccc(C(=O)OC(C)C(=O)NC3CCCCC3C)cc2c1C (stereo unspecified),0.8,2,-3,-1,-6,-1,-3,-3,-5,1
COc1ccc(NS(=O)(=O)c2csc(C(=O)Nc3ccccc3)c2)cc1,-0.1,15,-2,0,1,-25,-6,0,-32,0
COc1ccc(S(=O)(=O)N2CCC(C(=O)NCCC(=O)NC3CC3)CC2)cc1,0.6,-1,0,1,1,-6,-1,-5,-6,1
O=[N+]([O-])c1ccc(N=Nc2ccc(O)cc2O)cc1,-8.2,11,-6,1,37*,25,2,4,0,1
COCCn1c(NCc2ccccc2)nc2c1c(=O)[nH]c(=O)n2C,-0.8,-2,-2,-1,-2,1,-2,0,4,5
N#Cc1ncc(C(F)(F)F)cc1Sc1ccccc1N,3.3,-4,4,1,-1,-6,6,-1,-23,4
NC(=O)c1ccccc1NC(=O)/C=C/c1ccc(Cl)cc1,5.5,3,0,4,2,-1,-8,4,-19,0
O=C(NC1CCCCC1)C1CCN(S(=O)(=O)c2cccc3cccnc23)CC1,1.9,-1,-5,1,-2,0,5,-4,-3,4
O=C(CCCn1c(SCC(=O)NC2CCCCC2)nc2ccccc2c1=O)NCC1CCCO1 (stereo unspecified),2.1,-8,1,4,-3,5,0,1,7,-4
CCOC(=O)c1c(NC(=O)COC(=O)CNC(=O)c2ccc(Cl)cc2Cl)sc(C(=O)N(C)C)c1C,-0.8,-7,2,0,8,7,2,-1,-4,-4
CCCC(C)(C)NC(=O)CCCCC(=O)NC(C)(C)CCC,0.3,-4,1,-2,-3,0,0,-3,5,-1
COC(=O)[C@@H]1ON2OCC(C)=C3CCCC[C@@]32[C@H]1C(=O)OC,0.6,3,2,4,2,-5,-2,2,.,-5
COc1ccc(CCN2CC(C(=O)NCc3ccco3)CC2=O)cc1OC (stereo unspecified),-0.4,4,1,0,0,-3,6,-2,0,-2
CC(C)CN(C(=O)COC(=O)C1CC1)c1c(N)n(Cc2ccccc2)c(=O)[nH]c1=O,-0.3,1,-1,-2,-6,2,-2,1,9,1
COc1cc(NC(=O)COC(=O)c2ccccc2SCC(=O)N2CCCC2)cc(OC)c1,-2.5,0,-4,0,-3,-13,-3,9,-1,-1
Cc1ccc(NC(=O)CSCC(=O)N(C)CCOc2ccc(Cl)cc2)cc1,-0.1,-6,1,-2,1,-8,3,-1,-14,-2
Cc1ccc(C(=O)NC2CCCN(c3ccc(C(F)(F)F)cn3)C2)cn1 (stereo unspecified),-1.2,3,2,-1,3,-1,-1,-1,-3,0
O=C(CCc1ccc(S(=O)(=O)NCCc2ccccc2)cc1)NCc1ccco1,-1.9,-1,0,-1,11,-1,2,2,-11,1
Cc1cccc(NC(=S)N/N=C/c2c[nH]c3ccccc23)c1,-2.6,36*,1,-2,1,8,1,4,25,-5
O=C(CSc1ccc([N+](=O)[O-])cc1)Nc1ccccc1N1CCOCC1,-1.3,3,-1,-3,-4,6,1,2,5,-2
Cn1c(SCc2ccccc2F)nc2cccnc21,-0.6,-7,5,3,0,-1,-4,2,2,-7
O=C(COC(=O)c1cccnc1)c1ccc(Cl)c(Cl)c1,0.8,3,6,7,-1,-3,-7,7,-2,3
Cn1cc([N+](=O)[O-])c(C(=O)NNC(=O)c2ccc([N+](=O)[O-])cc2)n1,-3.5,-3,0,3,3,-3,0,-3,-5,2
CC(=O)N1CCc2cc(C(=O)CN3CCN(c4cccc(Cl)c4)CC3)ccc21,0.5,3,0,-2,-1,6,3,4,5,0
c1ccc(Cn2c(-c3cccs3)nc3nc4ccccc4nc32)cc1,1.3,-2,-1,-3,-6,1,2,0,.,-1
Cc1ccc(C)c(OCC(=O)N/N=C/c2c(C)nn(-c3ccccc3)c2Cl)c1C,0.4,-1,-7,0,0,-16,7,0,1,0
CC(=O)C1=C(C)NC(=O)NC1c1ccc(Cl)cc1 (stereo unspecified),-0.4,-2,-2,-2,1,3,0,-5,-1,-1
CCCCNC(=S)NNC(=O)c1cc(C)on1,-0.2,1,-1,0,-2,4,12,0,3,-3
Cn1nc(-c2ccccc2)cc1NC(=O)Nc1ccccc1F,-1.9,4,-2,68*,9,-2,0,0,.,3
CCOc1ccc(-c2ccc(C3=CC(=O)C[C@H](c4ccc(F)cc4)C3)cc2)cc1,0.5,2,3,5,-5,-5,1,3,.,-1
CCC(=O)c1ccc(OCC(=O)NCCC2=CCCCC2)c(OC)c1,0.4,-5,0,4,5,10,-2,3,-1,-1
Cn1c(CNC(=O)c2ccco2)nnc1SCC(=O)N1CCN(c2ccccc2)CC1,-1.2,-2,1,2,-1,3,-8,0,-1,-2
C=CCN(Cc1ccc(Cl)s1)C(=O)c1ccc(F)c(S(=O)(=O)N2CCOCC2)c1,1.3,2,-5,2,5,-1,5,-4,-4,1
C=C(C)CNC(=S)Nc1nc2c(cc1C(=O)OCC)CCCC2,-0.8,3,-1,1,1,8,3,0,2,3
O=C1CC(c2cccc(F)c2)c2c(c3ccccc3[nH]c2=O)O1 (stereo unspecified),-1.4,-1,2,4,1,6,5,2,-3,1
O=C(O)c1cccc(NC2=Nc3cccc4cccc2c34)c1,-0.9,0,-10,0,1,-3,6,-3,-3,-3
Cc1ccc(S(=O)(=O)Cn2nnnc2C(CC(C)C)N2CCN(C3CCCC3)CC2)cc1 (stereo unspecified),-0.1,-3,3,0,-1,3,0,5,-4,0
Nc1nc(N2CCN(C(=O)c3ccco3)CC2)nc2ccccc12,-0.4,-2,1,7,-1,-8,0,3,3,-1
O=C(NCc1ccc2c(c1)OCO2)c1ccc(S(=O)(=O)C(F)F)cc1,-0.8,3,-3,-1,.,-3,1,-1,-8,-2
O=C(CSCc1ccc(Cl)cc1)N1CCN(Cc2ccc3c(c2)OCO3)CC1,-1.4,-3,2,-4,0,-3,13,-2,-14,-1
Cc1ccc(S(=O)(=O)N(Cc2ccccc2)c2ccccc2C(=O)NCc2cccnc2)cc1,0.6,-4,5,-2,-1,6,1,-1,0,2
CCC(C(=O)NCCc1ccccc1OC)n1nc(C)c2c(C)n(-c3ccccc3)nc2c1=O (stereo unspecified),0.0,-7,-1,1,6,0,4,1,-2,4

This is a subset (hit frequency here may not be typical).
